RmlCD inh 1536 – M. tuberculosis RmlC/RmlD coupled enzyme inhibitors, primary screen, biochemical, compound mixtures, 384-well, from 1536-well plates. dTDP-4-dehydrorhamnose reductase (Mycobacterium tuberculosis (strain ATCC 25618 / H37Rv)) …. RmlC+RmlD coupled enzyme assay, percent inhibition; primary screen in compound mixtures. inhibition, % at 3.6 µM. 0.03% of 160,000 active; in the data active = inhibition mostly above about 34%, no sharp cut-off; also: some results filed as inactive read as strong as hits
Target sequence (P9WH09 whole entry, looked up): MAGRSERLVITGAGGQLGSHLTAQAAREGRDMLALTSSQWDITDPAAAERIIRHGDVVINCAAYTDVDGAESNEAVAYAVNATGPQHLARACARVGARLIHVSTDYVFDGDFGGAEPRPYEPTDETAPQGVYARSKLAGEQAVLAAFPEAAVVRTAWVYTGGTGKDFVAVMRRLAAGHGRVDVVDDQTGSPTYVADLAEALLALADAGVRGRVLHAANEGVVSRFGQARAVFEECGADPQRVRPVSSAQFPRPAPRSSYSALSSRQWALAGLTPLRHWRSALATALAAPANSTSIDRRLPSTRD
Target sequence (P9WH11 whole entry, looked up): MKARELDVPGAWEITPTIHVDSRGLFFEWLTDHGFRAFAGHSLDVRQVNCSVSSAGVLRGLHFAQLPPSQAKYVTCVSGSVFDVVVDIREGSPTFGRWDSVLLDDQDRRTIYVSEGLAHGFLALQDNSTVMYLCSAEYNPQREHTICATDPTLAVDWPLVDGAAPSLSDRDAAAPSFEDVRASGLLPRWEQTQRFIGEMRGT
GlmU inhibition – inhibition of mycobacterial GlmU enzyme – biochemical, glucosamine-1-phosphate acetyltransferase (AID 1376); Bifunctional protein GlmU (Mycobacterium tuberculosis (strain ATCC 25618 / H37Rv)); M. tuberculosis GlmU acetyltransferase enzyme assay; higher % means a stronger effect; inhibition, %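 (tested at 30 µM in the primary screen)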; hits with a dose series show IC50 in µM; 0.25% of 220,000 active; in the data active = inhibition above about 13%;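 also: 0% = complete reaction with vehicle and 100% = reaction without substrate; strong numbers were not always called active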
* marks the source's active call; other numbers are inactive results; · = no result given; & = joins results of further samples. Some of the compounds tested, so the mix of outcomes need not match the whole.

SMILES	RmlCD inh 1536	GlmU inhibition
CCOc1cc(NC(=O)CC(C)C)c(OCC)cc1NC(=O)CCn1nnc2ccccc21	·	1.0%
COc1cc(/C=N/NC(=O)c2ccncc2)ccc1OCc1cnc(Cl)s1	-14	2.3%
O=C(NCCCN1CCCCCC1)c1ccc2c(Cl)c3c(nc2c1)CCCC3	-15	-1.6%
Cc1ccc(S(=O)(=O)c2nc(NN(C)C)sc2Cl)cc1	4	-5.4%
O=C(N/N=C/CCc1ccccc1)c1ccccc1	2	2.2%
Cc1noc(C)c1CSc1nnc(-c2ccncc2)n1-c1ccc(Cl)c(Cl)c1	·	4.2%
CCc1ccc(NC(=O)CSc2nc3ccccc3c(=O)n2CCCC(=O)N2CCCC2)cc1	10	-3.2%
CN(C(=O)c1ccc2c(c1)OCO2)C1(C(=O)NC2CCCC2)CCCCC1	8	-0.5%
O=c1[nH]nc(-c2ccc(F)cc2)cc1Cc1cccs1	-4	-2.0%
CCC(C)(C)NC(=O)C(c1ccc(C)cc1)N(Cc1cccnc1)C(=O)c1csnn1 (stereo not drawn)	·	-3.0%
CC1CCN(C(=O)CSc2nnc(Cn3c(=O)sc4ccccc43)n2C)CC1	4	-4.4%
NNc1nc(-c2ccccc2)cc(-c2ccccc2O)n1	68	3.6%
OCCN1CCOCCN(CCO)CCOCC1	·	1.2%
O=C1c2ccccc2C(=O)N1c1cccc(-c2csc(Nc3ccc4c(c3)OCO4)n2)c1	1	2.3%
COc1ccc(CCn2c(=O)c3cccnc3n(Cc3ccc([N+](=O)[O-])cc3)c2=O)cc1OC	8	-8.2%
CCN(CC)C(=O)COC(=O)c1cc(-c2ccc(OC)cc2)nc2ccccc12	·	4.3%
Cn1c(=O)c2c(nc(CN3CCOCC3)n2CCCO)n(C)c1=O	-4	2.6%
O=C(CN1CCC(n2nnc3cc(F)ccc32)CC1)NCc1ccco1	5	0.8%
CCc1c(C)nc2ncnn2c1N1CCC(C(=O)NCc2ccc3c(c2)OCO3)CC1	-7	5.3%
Cc1ccc(-n2cccn2)c(CN2CCCC(C(=O)c3sccc3C)C2)c1 (stereo not drawn)	·	-0.3%
CCOCCn1c(SCc2ccc(C)cc2)nc2c1c(=O)[nH]c(=O)n2C	19	6.2%
Cc1ccc(CNC(=O)C2CCCN(S(=O)(=O)c3c(C)n[nH]c3C)C2)cc1 (stereo not drawn)	14	-3.9%
COc1ccc(NC(=O)CSc2nnc(-c3ccccn3)n2N)cc1Cl	2	2.9%
c1csc(-c2nnc(-c3ccc(N4CCOCC4)cc3)o2)c1	5	-0.3%
Cc1ccc2nc(N/C(=N/S(=O)(=O)c3cccs3)c3ccccc3Cl)sc2c1	-2	-3.0%
CCOc1ccc(C(C)C)cc1S(=O)(=O)N1CCOCC1	-10	-4.4%
CC1(C)CC(=O)C2=C(C1)NC1=C(C(=O)c3ccccc31)C2c1ccc(Cl)cc1 (stereo not drawn)	·	-11%
Cc1nc(NC(=O)/C=C/c2ccccc2)n[nH]1	4	8.2%
O=C1c2ccccc2C(=O)N1CCc1csc(NNc2nc(CCN3C(=O)c4ccccc4C3=O)cs2)n1	13	-2.1%
O=C(COC(=O)c1ccc(O)cc1)Nc1ccccc1[N+](=O)[O-]	-8	2.2%
Cc1ccc(CCCOC(=O)C[N+]2(C)CCOCC2)cc1	-7	1.6%
COC(=O)c1onc(-c2c(OC)cc(OC)cc2OC)c1C(=O)OC	5	-0.1%
CCc1nc(C)ccc1OCC(=O)O	-9	1.2%
O=S(=O)(c1ccc2ccccc2c1)N1CCCCCC1	-37	7.0%
CCOC(=O)CSc1nnc(CNC(=O)c2ccco2)n1C	11	3.5%
Cc1ccc(-n2cccc2/C=C2/NC(=O)N(CC(=O)Nc3cccc(C)c3)C2=O)cc1	-4	11%
CCC(=O)N1c2ccccc2C(N(C(C)=O)c2ccccc2)CC1C (stereo not drawn)	·	-4.0%
CCOc1ccc(OCc2cccc(C(=O)N/N=C/c3cccnc3)c2)cc1	-13	1.9%
COCCNC(=O)c1c[nH]c2ccc(S(=O)(=O)N3CCc4ccccc43)cc2c1=O	·	3.2%
COc1ccccc1/C=C1\S/C(=N/NC(=O)c2cccc(Br)c2)NC1=O	·	6.2%
CCN1CCCC1CNS(=O)(=O)c1ccc(C(=O)Nc2ccccc2)cc1 (stereo not drawn)	-2	0.1%
C=CCn1c(SCc2c(F)c(F)c(F)c(F)c2F)nc(O)cc1=O	11	2.7%
CCOC(=O)c1cc(NC(=O)c2ccoc2C)cc(C(=O)OCC)c1	8	-2.4%
CC(C)c1ccc2oc(-c3ccc(N)cc3)nc2c1	-5	-0.8%
CCOC(=O)c1cc(-c2ccccc2)sc1NC(=O)C(C)OC(=O)c1cccnc1OCC (stereo not drawn)	7	-1.5%
CCNc1nc(SCC(=O)Nc2ccc(Cl)c(Cl)c2)nc(N(C)C)n1	-13	·
O=C1c2cccc(OCC(=O)N3CCCc4ccccc43)c2CCN1Cc1ccc(Br)cc1	11	-1.8%
Cc1nn2c(C(F)(F)F)cc(-c3ccc(Cl)cc3)nc2c1C(=O)N1CCOCC1	·	3.4%

Five neighbouring entries from above, quoted:
SMILES	RmlCD inh 1536	GlmU inhibition
CCC(=O)N1c2ccccc2C(N(C(C)=O)c2ccccc2)CC1C (stereo not drawn)	·	-4.0%
CCOc1ccc(OCc2cccc(C(=O)N/N=C/c3cccnc3)c2)cc1	-13	1.9%
COCCNC(=O)c1c[nH]c2ccc(S(=O)(=O)N3CCc4ccccc43)cc2c1=O	·	3.2%
COc1ccccc1/C=C1\S/C(=N/NC(=O)c2cccc(Br)c2)NC1=O	·	6.2%
CCN1CCCC1CNS(=O)(=O)c1ccc(C(=O)Nc2ccccc2)cc1 (stereo not drawn)	-2	0.1%

(more compounds)
SMILES	RmlCD inh 1536	GlmU inhibition
CS(=O)(=O)N(Cc1ccccc1F)c1ccccc1	·	-4.7%
CCN(CC)c1ccc(C=Nc2ccc(C#N)cc2)c(O)c1	10	1.2%
Cc1ccccc1C(=O)NNC(=O)C(=O)N1CCCCC1	·	0.1%
CCOC(=O)Cc1csc(NC(=S)NC(=O)c2ccc(C)cc2)n1	0	-2.9%
COc1ccc(Cc2nnc(Nc3ccc4c(c3)OCCO4)[nH]c2=O)cc1	-8	-4.3%
Cc1nc(N2CCN(c3ccccn3)CC2)c2c(C)c(C(=O)Nc3ccccc3F)sc2n1	21	-5.2%
O=C(CCCn1cnc([N+](=O)[O-])n1)Nc1ccc(Cl)cc1Cl	·	1.3%
CCOC(=O)c1cc2c(C)nn(-c3ccccc3)c2s1	·	6.3%
Cc1ccc(S(=O)(=O)N2CCN=C2SCc2cccnc2)cc1	8	·
CCN(C(=O)CSc1nc2nc(C)cc(C)n2n1)c1ccccc1	-3	0.0%
O=C1CCCc2ccccc2N1Cc1ccc(Cl)cc1	0	4.8%
Cc1ccc(C)c(C(=O)COC(=O)c2ccccc2N2C(=O)C3C4CCC(C4)C3C2=O)c1 (stereo not drawn)	·	-1.5%
CCCOc1ccc(S(=O)(=O)N2CCCC2)cc1[N+](=O)[O-]	·	-0.1%
CCC(=O)Nc1ccc(NC(=S)NC(=O)Cc2ccccc2)cc1	-3	-4.2%
O=C(CSCc1ccccc1)Nc1cc([N+](=O)[O-])ccc1F	2	-0.8%
Cc1csc(SCCn2c(N3CCOCC3)nc3c2c(=O)[nH]c(=O)n3C)n1	17	-2.2%
COc1ccc(NC(=S)c2ccncc2)cc1	·	-0.4%
Nc1c2c(nc3sc4c(c13)CCCC4)CCCCC2	16	-2.8%
COc1cccc(C2=NOC(C(=O)N3CCc4ccccc4C3)C2)c1 (stereo not drawn)	-5	1.8%
COc1ccccc1C1C(C#N)=C(N)Oc2c1oc(CO)cc2=O (stereo not drawn)	11	-8.5%
C/C=C\C=C/C(=O)Nc1cccc(C2=NOC3(C2)C[C@@H](C(N)=O)N(C(=O)c2ccccc2)C3)c1 (stereo partly drawn)	7	0.5%
CCOC(=O)C1(Cc2cccc(OC)c2)CCN(Cc2ccc3c(c2)OCCO3)CC1	4	-4.2%
COC(=O)C1=C(C)N(CCCC(=O)O)C(=O)NC1c1ccc(-c2ccccc2)cc1 (stereo not drawn)	·	4.7%
NC(=O)COC(=O)c1ccccc1SCC(=O)NC1CCCCCC1	3	-5.7%

Exported field by field: entries from further up
COc1cccc(C2=NOC(C(=O)N3CCc4ccccc4C3)C2)c1 (stereo not drawn)
  RmlCD inh 1536: -5 | GlmU inhibition: 1.8%
COc1ccccc1C1C(C#N)=C(N)Oc2c1oc(CO)cc2=O (stereo not drawn)
  RmlCD inh 1536: 11 | GlmU inhibition: -8.5%

Later entries:
SMILES	RmlCD inh 1536	GlmU inhibition
COc1cccc(/C=N/Nc2ncnc3c2[nH]c2ccc(C)cc23)c1OC	-5	-5.6%
COc1cc2[nH]c(=O)n(CCC(=O)NCCC(C)C)c(=O)c2cc1OC	5	0.2%
Cc1nc(CNS(=O)(=O)c2cccnc2)cs1	9	-4.3%
COc1cccc(C=Nc2cccnc2)c1O	10	-3.7%
CCOC(=O)N/N=C/c1cc(C)n(-c2ccccc2)c1C	·	1.3%
COc1ccc(C2c3c(nc(C)[nH]c3=O)Oc3c2c(=O)oc2ccccc32)cc1 (stereo not drawn)	-10	-0.1%
Cc1cc2c(=O)[nH]cnc2s1	-5	2.7%
Cc1nonc1CN(C)C(=O)c1ccc(OC2CCN(C(=O)c3cccnc3)CC2)cc1	·	-4.8%
COCCN(CC(=O)NCC1CCCO1)C(=O)CCC(=O)Nc1ccccn1 (stereo not drawn)	-11	0.8%
CCOc1ccc(NC(=O)CSc2nnc(Cn3cnc4ccccc43)n2C)cc1	·	-5.2%
Cc1cc(/C=C(\C#N)C(=O)NCc2cccs2)c(C)[nH]1	-6	2.6%
COCCNc1cc(C)nc2c(-c3ccccc3OC)c(C)nn12	·	1.8%
CCCCc1ccc(NC(=O)CSCc2cc(=O)[nH][nH]2)cc1	5	-2.6%
CC(=O)N1N=C(c2ccc(C)cc2)OC1c1ccc(C)cc1 (stereo not drawn)	-11	2.8%
FC(F)Oc1ccccc1NC(=S)Nc1cccnc1	1	1.3%
Cn1c(=O)n(CC(=O)NC2CCCCC2)c(=O)c2ccccc21	·	5.9%
COC(=O)c1ccc(NC(=O)c2cccc(C)c2[N+](=O)[O-])cc1	4	0.3%
CC(C)c1ccc(C(=O)NCc2ccc(Cl)cc2)cc1	·	-4.5%
Cc1ccc2c(c1)NC(=O)C(CC(=O)NCCCN1CCCCC1C)O2 (stereo not drawn)	·	1.3%
Cn1c(N2CCN(C(=O)NC34CC5CC(CC(C5)C3)C4)CC2)nc2ccccc21	·	3.2%
COC(=O)c1sc(NC(=O)COc2cccc(C)c2)nc1C	-10	7.0%
CCN(CC)CCNC(=O)c1ccc(NC(C)=O)cc1	·	-4.1%&-1.9%
c1cncc(COC2CCCN(Cc3nc(-c4cccs4)no3)C2)c1 (stereo not drawn)	·	-7.7%
CC1(C)CC(=O)C2=C(C1)NC(=O)C21C(C(=O)OC(C)(C)C)=C(N)Oc2ccc(Br)cc21 (stereo not drawn)	·	4.2%

Complete entries as entered above:
`CCN(CC)C(=O)COC(=O)c1cc(-c2ccc(OC)cc2)nc2ccccc12` is listed with RmlCD inh 1536 = ·; GlmU inhibition = 4.3%
`CCN(C(=O)CSc1nc2nc(C)cc(C)n2n1)c1ccccc1` is listed with RmlCD inh 1536 = -3; GlmU inhibition = 0.0%

Further structures follow:
SMILES	RmlCD inh 1536	GlmU inhibition
CC1(C)Cc2ccccc2-c2nc(-c3ccccc3)oc(=O)c21	-2	0.1%
COc1ccc2nc(Nc3nc4cc5c(cc4s3)OCO5)sc2c1	1	4.8%
COc1ccc(CN2CCNC(=O)C2CC(=O)NC2Cc3ccccc3C2)c(OC)c1 (stereo not drawn)	-4	6.6%
O=C(COC(=O)CCc1ccc(S(=O)(=O)N2CCOCC2)cc1)NC(=O)NC1CCCCC1	6	0.5%

High-throughput results deposited in PubChem BioAssay by several laboratories.
